Bioassay records as filed in PubChem BioAssay.
SIRT5 block – SIRT5 desuccinylase inhibitors, primary screen, biochemical, fluorescence imaging, single point, set 5. NAD-dependent protein deacylase sirtuin-5, mitochondrial (Homo sapiens), Q9NXA8. Purified SirT5, succinyl-peptide AMC, trypsin-coupled fluorescence. inhibition, % at 15 µM. 330,000 tested, 1.1% active; in the data active means inhibition above about 15%; inconclusive means no clear call, values can overlap the other calls
Target sequence (Q9NXA8 whole entry, looked up): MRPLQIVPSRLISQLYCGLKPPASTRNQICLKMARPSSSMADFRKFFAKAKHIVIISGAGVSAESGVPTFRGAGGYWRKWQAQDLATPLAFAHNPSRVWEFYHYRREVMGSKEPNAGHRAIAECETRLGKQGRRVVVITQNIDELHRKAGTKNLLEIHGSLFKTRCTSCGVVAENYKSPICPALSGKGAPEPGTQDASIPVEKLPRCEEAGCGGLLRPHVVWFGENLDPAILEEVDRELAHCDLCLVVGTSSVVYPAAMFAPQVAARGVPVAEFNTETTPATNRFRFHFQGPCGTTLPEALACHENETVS
ERp5 inh – inhibitors of ERp5-driven insulin aggregation, primary screen, biochemical, turbidity, absorbance 650 nm, single point; 90 min; inhibition, % at 9.99 µM; 350,000 tested, 0.05% active; AID 651711, 2012;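 active means mean replicate inhibition above about 25%, with every replicate also reaching it, limit read from the data, passing the limit was not always enough; inconclusive means only one of those two criteria met; inactive means neither criterion met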
Target sequence (Q15084 whole entry, looked up): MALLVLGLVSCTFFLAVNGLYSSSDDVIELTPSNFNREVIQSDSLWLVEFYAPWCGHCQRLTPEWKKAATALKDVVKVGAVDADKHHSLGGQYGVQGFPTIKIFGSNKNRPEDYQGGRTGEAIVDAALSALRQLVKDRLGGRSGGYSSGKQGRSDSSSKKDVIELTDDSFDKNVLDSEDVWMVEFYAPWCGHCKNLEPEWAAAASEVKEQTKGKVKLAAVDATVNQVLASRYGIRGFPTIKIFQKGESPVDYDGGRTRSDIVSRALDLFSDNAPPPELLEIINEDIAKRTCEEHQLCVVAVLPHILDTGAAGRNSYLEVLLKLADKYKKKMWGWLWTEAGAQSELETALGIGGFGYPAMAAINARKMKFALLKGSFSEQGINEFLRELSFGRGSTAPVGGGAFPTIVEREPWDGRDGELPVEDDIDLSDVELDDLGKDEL
PglD DTNB – C. jejuni PglD acetyltransferase inhibitors, primary screen, biochemical, DTNB colorimetric, single point; purified PglD enzyme, DTNB colorimetric CoA detection; UDP-N-acetylbacillosamine N-acetyltransferase PglD (Campylobacter jejuni); inhibition, % at 12.5 µM; 360,000 tested, 0.098% active; AID 602405, 2012; in the data active means inhibition above about 16%, passing the limit was not always enough; inconclusive means no clear call, values can overlap the other calls; further: strong numbers were not always called active
E-sel inducer – E-selectin induction in HUVECs, primary screen, imaging, HUVEC, immunofluorescence imaging, single point; P16581; normalized: neutral wells 0, TNF-alpha wells 100; activation, % at 7.58 µM; 260,000 tested, 0.37% active;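 active means mean E-selectin-positive cell signal at least 10% of the positive control, reached in at least 60% of replicates, without over 20% cell loss; inconclusive means no rule given, readout overlaps actives, possibly toxicity-flagged; inactive means the rest, including those meeting only one limit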;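 further: in these data hits start at about 27%; measured in HUVEC primary endothelial cells; signal is the percent of cells scored E-selectin positive by PE staining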
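System: HUVEC, human umbilical vein endothelial cells; quantity: 3,000 cells/well; buffer or medium: EGM-2 medium, gelatin-coated wells; dosing: single-point compound dose; detection: immunofluorescence imaging; evaluation: % PE-positive cells; benchmarks: TNF-alpha, DMSO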
S100A4 inh HTS – inhibitors of S100A4-myosin IIA peptide binding, primary screen, biochemical, fluorescence polarization, TAMRA-MyoIIA peptide | Protein S100-A4 (Homo sapiens), P26447 | inhibition, % at 10.7 µM | 360,000 tested, 0.14% active;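 active means mean inhibition of at least 70% across replicates, with every replicate also reaching that level; inconclusive means mean inhibition reaches 70% but some replicates fall short; inactive means mean inhibition below 70%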
Target sequence (P26447 whole entry, looked up): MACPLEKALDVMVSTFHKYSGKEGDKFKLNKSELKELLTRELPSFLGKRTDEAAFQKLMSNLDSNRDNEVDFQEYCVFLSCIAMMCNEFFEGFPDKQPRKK
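Compound dosing: one dose per compound; test system: human S100A4 monomer with TAMRA-labelled myosin IIA peptide; probe or stimulus: TAMRA-labelled myosin IIA heavy-chain peptide probe, 5 nM; medium: HEPES buffer with Ca2+, pH 7.2; schedule: 5 min incubation before reading; benchmarks: neutral control DMSO, positive control TFP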
DENV2 CPE rescue – inhibitors of DENV2 cytopathic effect, primary screen, cell-based, plate reader, single concentration; DENV2-infected cells, cytopathic effect rescue; CPE inhibition, % at 9.99 µM; 350,000 tested, 1.7% active; in the data active means CPE inhibition above about 20%, passing the limit was not always enough; inconclusive means no clear call, values can overlap the other calls; tested in BHK-21 cells;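 further: 0% = median of neutral control wells and 100% = median of positive control wells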
Statin myotox sup – suppressors of statin myotoxicity in C2C12 myotubes, primary screen, cell-based, single point, plate reader; 330,000 tested, 0.78% active; C2C12 myotubes + simvastatin, ATP luminescence, 48 h; scaled: DMSO 0, geranylgeraniol control 100; rescue of ATP level, % at 7.49 µM;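 active means mean ATP rescue above about 67%, or every replicate alone reaching that limit, limit read from the data, passing the limit was not always enough; inconclusive means no clear call, values can overlap the other calls; inactive means mean under the limit and some replicate under it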;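 further: myotubes were challenged with 10 µM simvastatin during compound exposure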
* = called active by the depositor; u = inconclusive; x = no result given; & = joins results of further samples.

| Compound | SIRT5 block | ERp5 inh | PglD DTNB | E-sel inducer | S100A4 inh HTS | DENV2 CPE rescue | Statin myotox sup |
| --- | --- | --- | --- | --- | --- | --- | --- |
| Cc1ccc(NC(=O)[C@H](NC(=O)[C@@H]2Cc3ccccc3CN2)c2ccccc2)cc1 | -2 | 3 | 2 | x | 0 | -7 | 3 |
| C[C@@H]1CCCCO[C@H](CN(C)S(=O)(=O)c2ccc(F)cc2)[C@@H](C)CN([C@@H](C)CO)C(=O)c2cc(NS(=O)(=O)c3cn(C)cn3)ccc2O1 | 2 | -3 | 2 | x | -6 | -9 | x |
| COc1ccc(NC(=O)C(C)Sc2nnc(C3CC3)n2C2CC2)cc1 (stereo not given) | 0 | -3 | -5 | -0.1 | -1 | 3 | 12 |
| O=c1c(F)cn(C2CCCO2)c(=O)n1Cc1c(F)cccc1Cl (stereo not given) | x | x | -5 | -1.5 | x | x | 3 |
| CCCCCCN=C(C)c1ccccc1O | -1 | 4 | -3 | -0.1 | -10 | -2 | x |
| O=C(C[C@@H]1CC[C@H](NC(=O)C2CCOCC2)[C@@H](CO)O1)NCc1ccccc1Cl | 4 | -1 | 17 | -0.1 | -80 | -2 | -2 |
| CCCN(CC(=O)Nc1ccccc1OC)C(=O)c1cccc(S(=O)(=O)NCc2ccccc2)c1 | 1 | 2 | x | 0.1 | -2 | -5 | x |
| COc1ccc(CN2C[C@@H](C)[C@@H](OC)CN(C)C(=O)c3cc(NC(=O)C4CC4)ccc3OC[C@H]2C)cc1 | -1 | -2 | 1 | 0.1 | -4 | 4 | 9 |
| C[C@H]1CN([C@@H](C)CO)C(=O)c2cc(-c3cccc(C#N)c3)cnc2O[C@H]1CN(C)Cc1ccccc1 | -1 | -5 | -13 | -0.1 | 15 | u | 11 |
| Cn1c(=O)c2c(nc(OC3CCCCCC3)n2C)n(C)c1=O | 0 | -2 | 10 | -0.1 | -4 | -8 | 3 |
| CCCCC[C@H]1CCCCC[C@H](O)C[C@@H](O)[C@H](O)/C=C/C(=O)O1 | x | -4 | x | u | 5 | -6 | x |
| Cc1cccc(C)c1NC(=O)CN1CCN(C(=O)CNC(=O)Cc2cccc3ccccc23)CC1 | -1 | 2 | 0 | 1.8 | -2 | -4 | 19 |
| COCCNC(=S)N1CCN(c2nc(-c3ccccc3)cs2)CC1 | 0 | -1 | -2 | -0.3 | 3 | 9 | 21 |
| O=C(c1ccc(CSc2ccc(Cl)cc2)cc1)N1CCOCC1 | 2 | -4 | x | 0.8 | 0 | -6 | x |
| COc1ccc(S(=O)(=O)N2CCOCC2)c(Cl)c1Cl | x | 4 | 7 | x | -4 | x | 11 |
| CSc1nc2c(ccc3ccccc32)o1 | x | x | -2 | -1.3 | x | x | 4 |
| C[C@@H]1CN([C@@H](C)CO)C(=O)c2cc(NC(=O)Nc3ccc4c(c3)OCO4)ccc2O[C@@H](C)CCCCO[C@@H]1CN(C)Cc1ccncc1 | 1 | -2 | -2 | -0.2 | 3 | -3 | x |
| CO[C@@H]1CN(C)C(=O)c2ccc(NC(=O)c3cc(C)on3)cc2OC[C@H](C)N(CC2CC2)C[C@@H]1C | 10 | 1 | 0 | 1.5 | 10 | -12 | 9 |
| C[C@@H]1CCCCO[C@H](CN(C)S(=O)(=O)c2cccs2)[C@@H](C)CN([C@H](C)CO)C(=O)c2cc(NC(=O)Nc3ccc(C(F)(F)F)cc3)ccc2O1 | 10 | 3 | 6 | 0.1 | 1 | 1 | -69 |
| COc1cccc2c1Oc1ncccc1N(C(=O)CCC(=O)NCc1ccc(C)cc1)C2 | -5 | 3 | 1 | 0.5 | -1 | -7 | -4 |
| CCS(=O)(=O)c1ccc2oc(Nc3ccc(OC)cc3)nc2c1 | -2 | -6 | -5 | 0.5 | -1 | 3 | 5 |
| O=C(O)COc1ccccc1/C=N/NC(=O)CSc1nnc(SCc2ccc(Cl)cc2)s1 | -3 | 1 | x | -0.4 | -3 | 1 | 12 |
| CCCCn1c(N)c(N(CCOC)C(=O)c2ccc(Br)s2)c(=O)[nH]c1=O | 0 | -2 | x | x | 1 | 11 | -5 |
| Cc1oc(-c2ccccc2F)nc1CS(=O)CC(=O)NCc1ccc(Cl)cc1 (stereo not given) | 3 | 3 | x | -0.5 | -3 | -6 | x |
| C[C@H]1CN([C@@H](C)CO)C(=O)c2cc(NC(=O)CCCCCC(=O)Nc3ccccc3N)ccc2O[C@@H]1CN(C)S(=O)(=O)c1ccc(F)cc1 | x | 8 | x | -16 | 0 | 11 | x |
| C[C@@H]1CN([C@@H](C)CO)C(=O)c2cc(C#CC3(O)CCCC3)cnc2O[C@@H]1CN(C)C(=O)CC1CC1 | 2 | -5 | -3 | -0.5 | 2 | 19 | 11 |
| COc1ccc(C(=O)NCC(=O)OCc2ccccc2F)cc1 | 32* | 11 | 0 | 0.4 | -8 | 3 | 7 |
| c1ccc(N=NN2CCOCC2)cc1 | -7 | 2 | -5 | -0.1 | 1 | -6 | 0 |
| COc1ccc(/C=N/n2cnnc2)cc1Br | x | 8 | 2 | 0.3 | -1 | -4 | x |
| O=C(Nc1ccccc1)N1C[C@H]2[C@@H](c3ccccc31)[C@H](CO)N2C(=O)Cc1ccccn1 | -2 | -2 | 1 | 0.3 | 4 | 2 | -2 |
| CC(C)n1c(NCCc2ccccc2)nc2c1c(=O)n(C)c(=O)n2C | -2 | 4 | -6 | x | -5 | x | x |
| O=C(CSc1nncn1-c1cccnc1)N(c1ccccc1)c1ccccc1 | -2 | 0 | x | x | -6 | -1 | x |
| CCCn1c(=O)c2c(nc3n2CCCN3CCc2ccccc2)n(C)c1=O | -3 | 7 | -8 | -0.2 | 1 | 10 | -7 |
| CCOC1=C2CN(S(=O)(=O)c3ccc(Cl)cc3)[C@H](c3ccccc3)C[C@@H]2N(S(=O)(=O)c2ccc(C)cc2)[C@H](c2ccccc2)C1 | -1 | -2 | -7 | -0.1 | -9 | 1 | -10 |
| COCCN(C(=O)c1cc2c(s1)CCCCC2)c1c(N)n(Cc2ccccc2)c(=O)[nH]c1=O | -1 | -3 | 4 | x | -2 | -5 | 23 |
| Cc1ccccc1-c1ccc([C@@H]2[C@H](CO)N3CCCCN(S(=O)(=O)c4ccc(F)cc4)C[C@@H]23)cc1 | x | x | -3 | -0.1 | x | x | -1 |
| CN(C)c1c(-c2ccccc2)cc(-c2ccccc2)[nH]c1=O | -4 | 4 | -8 | 0.3 | -4 | -11 | 15 |
| O=C(CCc1nnc(CCCc2ccccc2)o1)N1CCCCCC1 | -3 | -2 | -111 | x | 0 | u | 8 |
| COc1cc(/C=C/C(=O)OCC(=O)Nc2ccccc2Sc2ccc(Cl)cc2)ccc1O | x | 4 | -1 | 0.5 | -2 | -2 | 16 |
| Cc1[nH]c2c(C)cccc2c1CC(=O)O | x | -7 | 1 | x | -10 | 2 | 0 |
| C[C@H](CO)N1C[C@H](C)[C@@H](CN(C)S(=O)(=O)c2cn(C)cn2)Oc2ccc(NS(=O)(=O)c3cccs3)cc2C1=O | -11 | 2 | x | x | 3 | 2 | x |
| Cc1ccc(S(=O)(=O)N(C)C[C@@H]2OCCCC[C@@H](C)Oc3ccc(NC(=O)Nc4ccccc4)cc3C(=O)N([C@@H](C)CO)C[C@@H]2C)cc1 | 2 | 1 | 2 | x | 0 | -6 | x |
| CCOC(=O)C(=NC(C)CC)NNc1ccc(Br)cc1 (stereo not given) | -4 | 1 | x | x | -3 | 0 | x |
| O=C(N/N=C/c1ccncc1)C1CC1(c1ccccc1)c1ccccc1 (stereo not given) | -2 | 2 | x | 1.6 | 5 | -2 | x |
| COc1cc(/C=C/c2ccc3cccc(O)c3n2)c(Br)cc1O | -4 | -3 | -7 | 0.3 | 1 | 7 | 15 |
| Cc1cccc(-c2ccc([C@@H]3[C@H]4CN(C(=O)c5ccccc5)CC(=O)N4[C@H]3CO)cc2)c1 | 0 | -6 | x | -0.1 | 0 | 1 | x |
| COc1ccccc1CNS(=O)(=O)c1c(C)[nH]c(C)c1C(=O)N1CCCCC1 | -1 | 2 | 1 | x | 2 | 18 | 6 |
| O=C(Cc1ccncc1)NCC[C@@H]1CC[C@H](NC(=O)C2CCCCC2)[C@@H](CO)O1 | 8 | 0 | 2 | -0.4 | 0 | u | 0 |
| CC(C)(C)C(=O)NCCc1nc2ccccc2n1CC(=O)c1ccc(Cl)cc1 | -2 | -9 | 5 | -0.1 | -1 | 0 | 15 |
| Cc1ccc(C(C)C)c(OCc2n[nH]c(=S)o2)c1 | 2 | -1 | 2 | x | 1 | 4 | 16 |

Next entries.
| Compound | SIRT5 block | ERp5 inh | PglD DTNB | E-sel inducer | S100A4 inh HTS | DENV2 CPE rescue | Statin myotox sup |
| --- | --- | --- | --- | --- | --- | --- | --- |
| Cc1csc(NC(=O)CSc2nccn2C)n1 | -5 | 7 | 3 | 0.1 | 0 | -4 | 9 |
| O=C(C[C@H]1C[C@H](C(=O)N2CCOCC2)[C@@]2(CCC3CCCC3)c3[nH]c4cc(-c5ccco5)ccc4c3CCN2C1=O)NCC12CC3CC(CC(C3)C1)C2 | -5 | 1 | 3 | 0.9 | -7 | 6 | 43 |
| CCOc1ccc(C2C(C(=O)c3cccs3)=C(O)C(=O)N2Cc2cccnc2)cc1OC (stereo not given) | 2 | -2 | x | 1.0 | 5 | u | x |
| CC(=O)NC(=S)Nc1sc2c(c1C#N)CCCCC2 | -2 | 20 | x | x | 5 | 14 | x |
| CN(C)c1ccc(C(=O)OCC(=O)NCC2CCCO2)cc1 (stereo not given) | 1 | 3 | -4 | x | -5 | x | 0 |
| O=C(COC(=O)c1c(Cl)ccc(Cl)c1Cl)NC1CCS(=O)(=O)C1 (stereo not given) | -1 | -4 | x | -0.1 | -2 | -4 | x |
| CCCc1nnc(SCC(=O)N2CCCC(C)C2)n1CCOC (stereo not given) | -1 | -8 | x | 1.4 | 33 | -6 | x |
| CCOP(=O)(OCC)c1nc(-c2ccc(Cl)cc2Cl)oc1N1CCOCC1 | -4 | 3 | x | x | -3 | 7 | x |
| O=C(CN1CCN(c2ccc(F)cc2)CC1)c1ccc(O)cc1O | 0 | -11 | x | x | -3 | 7 | -1 |
| CC1(C)Cc2cccc(C(=O)Nc3ccc(F)cc3F)c2O1 | -1 | -4 | x | 0.7 | 6 | 4 | x |
| N#Cc1ccc(Cn2c(=O)oc3ccccc32)cc1 | -4 | 2 | 0 | x | 4 | -7 | 7 |
| C[C@H]1CN([C@@H](C)CO)C(=O)c2ccccc2-c2ccccc2CO[C@H]1CN(C)C(=O)c1ccccc1 | 2 | -2 | 1 | -0.7 | 0 | -8 | x |
| C#CCNC(=O)C1=C[C@H](c2ccc(Br)cc2)[C@@H](CCCO)[C@H](OCC)O1 | -4 | 2&3 | -3 | -0.1 | -9&4 | -10&3 | -4 |
| CCOC(=O)c1ccccc1NC(=O)COC(=O)CCC(=O)c1ccc(C)cc1 | 0 | -3 | -5 | x | -1 | 8 | 2 |
| C=CCC[C@@H](Cc1ccc(F)cc1)C(=O)O[C@H](CNC(=O)[C@@H](CC=C)CC(=O)N[C@H](CO)Cc1ccccc1)c1ccccc1 | -2 | 2 | -1 | 0.2 | 1 | -9 | -20 |
| CCCc1cc(=O)oc2cc(OCC(=O)NCc3cccs3)ccc12 | -3 | -4 | 0 | -0.1 | -6 | 0 | x |

These rows are one share of the data; count on the stated rates, not on these rows.
